Bioassay records (PubChem)
Glioma ERSR ind = induces the endoplasmic reticulum stress response in human glioma cells | U87-MG GRP78 promoter luciferase reporter, 16 h | Potency, µM, for the others: top-dose activation, hits mostly activators | 0.02% of 420,000 active | AID 602332; also: potency is read from the fitted curve at half-maximal effect; series mostly up to about 76 µM; % of control where 0% means no effect; nearly all actives have a fitted effect of over 35% in size
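ERSR induction read as luciferase luminescence (Bright-Glo, 10 min at room temperature) in stably transfected human U87-MG glioma cells exposed to compounds for 16 h, using GRP78 as sensor.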
TrxR1 substrate = is turned over as a substrate by rat TrxR1; purified TrxR1 substrate turnover, NADPH consumption readout; Potency, µM (doses to about 114 µM), for inactives: at the top dose activity change, negative = substrate turnover; 0.01% of 390,000 active; also: potency is read from the fitted curve at half-maximal effect; % is scaled to controls: 0 for no effect and ±100 for the full control effect; nearly all actives have a fitted effect of over 50% in size
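Rat TrxR1, dispensed at 90 nM, was prereduced with 400 uM NADPH (final) for 5 min at ~22 deg C, then incubated with compound 15 min before 400 uM selenite. A first-read NADPH fluorescence drop versus no-compound background flagged substrates.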
Vif-APOBEC3F blk = inhibitors of Vif-A3F interaction | HeLa A3F-eYFP + Vif (tagged APOBEC3F with the HIV-1 protein that degrades it), YFP fluorescence increase | Potency, µM (series often up to 46.1 µM), for the others: top-dose activity, negative = active | 0.2% of 390,000 active; also: potency is read from the fitted curve at half-maximal effect; % of control where 0% means no effect; nearly all actives have a fitted effect of over 65% in size
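Fluorescence increase (Ex 488/Em 500-530) after overnight compound treatment at 37 deg C flags inhibition of Vif-driven A3F-eYFP loss in stable HeLa A3F-eYFP/Vif cells seeded overnight beforehand.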
Vif-APOBEC3G blk = Vif-A3G binding inhibition; Q9HC16; HeLa A3G-eYFP + Vif (tagged APOBEC3G with the HIV-1 protein that degrades it), YFP fluorescence, overnight; Potency, µM (highest dose often 46.1 µM), inactives show at the highest dose activity, negative = active, most hits filed as inhibitors; 0.076% of 410,000 active; AID 602310;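 also: potency is read from the fitted curve at half-maximal effect; % is scaled to controls: 0 for no effect and ±100 for the full control effect; nearly all actives have a fitted effect of over 60% in size; hits raise eYFP signal because A3G escapes Vif-driven loss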
Target sequence (Q9HC16 whole entry, looked up): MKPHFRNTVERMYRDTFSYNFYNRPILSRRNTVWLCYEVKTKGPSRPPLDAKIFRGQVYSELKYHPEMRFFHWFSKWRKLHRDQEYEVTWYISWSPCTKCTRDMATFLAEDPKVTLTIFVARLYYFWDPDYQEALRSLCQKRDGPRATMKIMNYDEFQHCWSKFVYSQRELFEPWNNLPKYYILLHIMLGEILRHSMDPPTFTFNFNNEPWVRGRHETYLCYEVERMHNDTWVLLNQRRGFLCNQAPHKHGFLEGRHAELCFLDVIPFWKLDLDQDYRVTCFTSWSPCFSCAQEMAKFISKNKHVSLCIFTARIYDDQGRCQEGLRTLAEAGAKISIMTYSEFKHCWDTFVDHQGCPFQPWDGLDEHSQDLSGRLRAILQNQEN
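HeLa cells stably expressing Vif and C-terminally eYFP-tagged A3G, seeded overnight at 37 deg C, then exposed to compound by pintool overnight at 37 deg C. Rise in yellow fluorescence (Ex 488/Em 500-530, Acumen) marks blocked Vif-driven A3G degradation.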
RXFP1 ag = activates the human relaxin receptor RXFP1. 0.3% of 370,000 active. HEK293T-RXFP1 cAMP TR-FRET, 30 min; response scale: percent of porcine relaxin response, buffer zero. Potency, µM (series often up to 57.5 µM), inactives show top-dose activation, most hits filed as activators; also: potency is read from the fitted curve at half-maximal effect; % is scaled to controls: 0 for no effect and ±100 for the full control effect; nearly all actives have a fitted effect of over 60% in size; many of its hits are not listed in these tables
Target sequence (Q9HBX9 whole entry, looked up): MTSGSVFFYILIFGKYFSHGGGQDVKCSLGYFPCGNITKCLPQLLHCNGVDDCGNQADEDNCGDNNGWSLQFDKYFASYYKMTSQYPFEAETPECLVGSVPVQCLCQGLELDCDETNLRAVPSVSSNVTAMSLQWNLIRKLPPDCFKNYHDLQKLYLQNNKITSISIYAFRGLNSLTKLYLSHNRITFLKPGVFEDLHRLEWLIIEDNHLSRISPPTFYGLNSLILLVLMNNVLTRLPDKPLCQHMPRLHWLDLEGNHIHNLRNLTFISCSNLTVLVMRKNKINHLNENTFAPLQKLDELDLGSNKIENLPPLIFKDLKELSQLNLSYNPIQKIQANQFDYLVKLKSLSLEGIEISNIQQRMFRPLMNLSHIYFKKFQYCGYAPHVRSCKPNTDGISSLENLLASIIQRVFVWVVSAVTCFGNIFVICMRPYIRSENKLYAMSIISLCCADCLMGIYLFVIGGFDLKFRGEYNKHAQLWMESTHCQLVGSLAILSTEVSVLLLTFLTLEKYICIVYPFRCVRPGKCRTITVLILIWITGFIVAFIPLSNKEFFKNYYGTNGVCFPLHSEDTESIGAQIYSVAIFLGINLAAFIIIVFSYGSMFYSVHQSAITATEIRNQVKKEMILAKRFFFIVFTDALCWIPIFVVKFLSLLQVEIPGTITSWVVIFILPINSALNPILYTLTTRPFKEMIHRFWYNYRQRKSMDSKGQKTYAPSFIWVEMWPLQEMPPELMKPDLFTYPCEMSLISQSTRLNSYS
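HEK293 cells stably expressing RXFP1, treated 30 min at 37C with compounds plus PDE4 inhibitor Ro 20174; cAMP measured by HTRF TR-FRET. Normalized to buffer and 29 nM porcine relaxin; EC50 by Hill fit.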
USP1 inh = USP1/UAF1 (human) deubiquitinase inhibition; O94782; recombinant USP1/UAF1, Ub-Rhodamine cleavage fluorescence; Potency, µM (doses to about 57.1 µM), for the others: at the top dose activity change, negative = inhibition, usual class: inhibitors; 0.23% of 390,000 active; AID 743255; also: potency is read from the fitted curve at half-maximal effect; % is scaled to controls: 0 for no effect and ±100 for the full control effect; nearly all actives have a fitted effect of over 60% in size; inactives centre near -12
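Step one: compound is pinned into 1nM USP1/UAF1 in HEPES pH 7.8 buffer with TCEP. Step two: 15 min room-temperature incubation. Step three: Ub-Rho (150nM final) starts cleavage, tracked by fluorescence over six one-minute reads.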
LDHA block = blocks human lactate dehydrogenase A. activity change, % (values are at about 110 or 230 µM). 0.15% of 480,000 active. P00338. purified LDHA, NADH/diaphorase-resazurin fluorescence; active compounds read low; in the data active = activity change below about -30%; inconclusive = mostly about -25% to -30%;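 also: plate controls were DMSO wells for no effect and wells without enzyme for full effect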
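Resorufin fluorescence (ex540/em590), read at 0 and 20 min after diaphorase/resazurin addition, reports the NADH left after a 5 min room-temperature reaction of 2 nM human LDH5 with 0.06 mM NADH and 0.2 mM pyruvate.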
IDH1 R132H inh = inhibitors of human mutant IDH1 R132H. 0.093% of 390,000 active. Potency, µM (highest dose often 76.6 µM), for the others: at the highest dose activity change, negative = inhibition, usual class: inhibitors. AID 602179. IDH1-R132H enzyme, NADPH consumption, diaphorase/resazurin fluorescence; also: potency is read from the fitted curve at half-maximal effect; % is scaled to controls: 0 for no effect and ±100 for the full control effect; nearly all actives have a fitted effect of over 65% in size
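IDH1-R132H (0.5 ug/mL dispensed) in pH 7.5 Tris buffer was preincubated 30 min with compound, then given a substrate mix of 0.016 mM NADPH and 2 mM alpha-KG for 80 min at room temperature; remaining NADPH was read by diaphorase/resazurin fluorescence.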
PI4K2A inh = inhibitors of human PI4K2A; purified PI4K2A, ADP-Glo luminescence, 1 h; active compounds read low; activity change, negative = inhibition, % at 76.9 µM; 0.13% of 420,000 active; AID 1346378; in the data active = activity change below about -50%; inconclusive = mostly about -30% to -49%;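 also: -100% = wells without enzyme as full effect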
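ADP-Glo luminescence measured ADP generated by PI4K2A enzyme (4 ug/mL before mixing) with 1.2 mM PI substrate (pre-mix) and 300 microM ATP (pre-mix). Tris pH7.5 buffer with MgCl2, Triton X-100; 1 h reaction at ambient temperature.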
The depositor's hits bear a star; ? = inconclusive; . = no result given; & = joins results of further samples; [ ] = remark or other dose. Unless noted, calls follow the shape of the dose curve; as a rule, active = well fitted curve in the direction sought with a large enough effect; inconclusive = small, poorly fitted or top-dose-only effect, or another doubt; inactive = no such curve, though single readings can be large; an effect the other way counts as inactive or inconclusive. This is a subset; count on the stated rates, not on these rows.

entry | SMILES | Glioma ERSR ind | TrxR1 substrate | Vif-APOBEC3F blk | Vif-APOBEC3G blk | RXFP1 ag | USP1 inh | LDHA block | IDH1 R132H inh | PI4K2A inh
1 | CSc1ccccc1NC(=O)CN(C)C(=O)CNC(=O)c1ccc(Oc2ccccc2)cc1 | -1.4% | . | -1.0% | -0.9% | . | -29.9% | -1.4 | 13.8% | 7.3
2 | Cn1c(=O)c2c(nc(Cl)n2CC(=O)NC2(C#N)CCCCC2)n(C)c1=O | -2.8% | -0.9% | 3.5% | -0.2% | 20.9% | -5.9% | -7.3&1.2 | 3.8% | -6.1
3 | O=C(CSc1n[nH]c(=O)n1Cc1ccco1)Nc1ccccc1Cl | -0.6% | 8.2%[57.1 µM] | 13.1% | 0.4% | 2.6% | -3.1% | -10.1 | 1.0% | -3.0
4 | CCN(CC)C(=O)Cn1cc(C(=O)C(=O)N2CCN(Cc3ccccc3)CC2)c2ccccc21 | -2.6% | -16.6% | -15.4% | -9.3% | 1.0% | -12.5% | -20.1 | -7.0% | -5.0
5 | CCCCOC(=O)CSc1nc(N)c(C#N)c(-c2ccc(OCC)cc2)c1C#N | -3.0% | 6.6%[57.1 µM] | -2.9% | 1.1% | ? | -19.7% | -0.7 | 1.3% | -1.3
6 | COc1cc(C)c(-c2cc(C(=O)O)c(C)o2)cc1C(C)C | 2.8% | 2.2%[57.1 µM] | -27.5% | -2.7% | -0.1% | -0.8% | -0.4 | -23.8% | -8.7
7 | COc1cc(OC)cc(C(=O)NCCSCc2ccc(Cl)cc2)c1 | -0.7% | -15.1% | -0.5% | 0.0% | 5.0% | -5.3% | -6.4 | -4.1% | -5.4
8 | COc1ccc(OC)c(NC(=O)CSc2nc3scc(C)c3c(=O)[nH]2)c1 | -5.3% | 1.1% | -23.8% | ? | 0.2% | -2.1% | -9.8 | -10.0% | 8.6
9 | COc1ccc(S(=O)(=O)c2ccccc2)cc1NC(=O)c1c(F)cccc1F | 0.9% | 6.3% | -1.4% | -11.2% | -0.7% | -22.7% | 1.3 | -5.8% | -1.2
10 | Cc1nn(CC(=O)Nc2ccc(Cl)cn2)c(C)c1Br | 0.0% | 6.9%[11.4 µM] | 8.5% | -3.5% | 1.3% | -13.1% | -4.9 | -0.3% | -4.9
11 | Cc1nn(C(=O)CCC(=O)NCc2ccccc2Cl)c2ccccc12 | 1.1% | -1.8% | -3.1% | -4.7% | -2.6% | -9.9% | -2.1 | 5.6% | 2.2
12 | CC(=O)Nc1ccc(-n2c(C)ccc2C)cc1 | -2.6% | 3.0% | ? | -9.8% | 0.1% | -5.5% | -1.8 | -5.2% | -6.6

Reprinted from the part before: 5 entries, then new ones.
entry | SMILES | Glioma ERSR ind | TrxR1 substrate | Vif-APOBEC3F blk | Vif-APOBEC3G blk | RXFP1 ag | USP1 inh | LDHA block | IDH1 R132H inh | PI4K2A inh
8 | COc1ccc(OC)c(NC(=O)CSc2nc3scc(C)c3c(=O)[nH]2)c1 | -5.3% | 1.1% | -23.8% | ? | 0.2% | -2.1% | -9.8 | -10.0% | 8.6
9 | COc1ccc(S(=O)(=O)c2ccccc2)cc1NC(=O)c1c(F)cccc1F | 0.9% | 6.3% | -1.4% | -11.2% | -0.7% | -22.7% | 1.3 | -5.8% | -1.2
10 | Cc1nn(CC(=O)Nc2ccc(Cl)cn2)c(C)c1Br | 0.0% | 6.9%[11.4 µM] | 8.5% | -3.5% | 1.3% | -13.1% | -4.9 | -0.3% | -4.9
11 | Cc1nn(C(=O)CCC(=O)NCc2ccccc2Cl)c2ccccc12 | 1.1% | -1.8% | -3.1% | -4.7% | -2.6% | -9.9% | -2.1 | 5.6% | 2.2
12 | CC(=O)Nc1ccc(-n2c(C)ccc2C)cc1 | -2.6% | 3.0% | ? | -9.8% | 0.1% | -5.5% | -1.8 | -5.2% | -6.6
13 | COc1ccc(Cl)cc1C(=O)OCC(=O)NC1CCCC(C)C1C (stereo not drawn) | -0.9% | -1.1% | 1.8% | -1.4% | 0.6% | -24.9% | -1.6 | 11.6% | 0.8
14 | CCCCc1nc2cc(C(=O)N3CCC[C@H]3CO)ccc2o1 | -3.4% | -4.3% | 1.1% | 0.7% | -5.7% | -4.7% | 0.2 | -0.9% | 0.7
15 | FC(F)(F)COc1nc(N2CCOCC2)nc(N(c2ccccc2)c2ccccc2)n1 | -2.6% | -8.2%[57.1 µM] | -2.0% | 1.2% | -0.4% | -12.1% | -0.7 | 1.9% | 0.2
16 | CC1COc2ccccc2N1C(=O)c1ccc(Cl)cc1 (stereo not drawn) | -5.3% | 10.7%[57.1 µM] | 3.8% | -2.2% | -2.5% | -19.7% | -2.1 | 5.1% | 3.9
17 | O=C(CCN1C(=O)/C(=C\c2ccc(F)cc2)SC1=S)Nc1ccccc1 | 2.0% | -19.0%[57.1 µM] | -3.0% | -3.5% | 3.0% | -12.8% | -1.0 | 8.3% | -0.4
18 | COc1ccc2nc(Nc3nc(CSc4nc5ccccc5[nH]4)cc(=O)[nH]3)nc(C)c2c1 | -3.3% | -6.0% | 3.9% | -9.3% | 3.1% | -11.9% | 0.9 | 6.3% | -2.5
19 | COc1ccc(OC)c(N=c2ssnc2Cl)c1 | -6.0% | -11.2% | -2.9% | -6.3% | 1.6% | -7.9% | 3.0 | -3.9% | -5.6
20 | NC(=O)/C(=N\OC(=O)c1ccco1)c1nc(-c2ccc(Br)cc2)cs1 | -3.7% | 6.6% | -1.6% | -1.1% | 1.1% | -18.9% | -8.4 | -8.2% | 14.5
21 | Cc1ccc([N+](=O)[O-])cc1NC(=S)NC(=O)c1cccnc1 | 1.4% | -1.1% | -4.8% | -7.5% | -1.3% | -10.7% | -6.7 | 7.1% | 1.7
22 | CC(C(=O)N1CCOCCOCCOCCOCCOCC1)N1C(=O)c2ccccc2C1=O (stereo not drawn) | -2.3% | -3.9%[57.1 µM] | -4.2% | 4.1% | -0.3% | -28.5% | -3.3 | 1.0% | 0.4
23 | O=C(NCCCO)C12CC3CC(CC(C3)C1)C2 | 1.5% | 10.0% | -4.3% | 0.9% | . | ? | -16.7 | 6.5% | -0.5
24 | Nc1nc(CN2CCN(C(=O)c3ccco3)CC2)nc(Nc2cccc(Cl)c2)n1 | -6.8% | -10.7% | -4.0% | 0.4% | -0.3% | -11.3% | 0.0 | 2.5% | 5.6
25 | CC(=O)N/C(=C/c1ccc2c(c1)OCO2)C(=O)NCCCO | 6.3% | -11.7% | -0.3% | 0.5% | -1.1% | 0.3% | 0.2 | -0.4% | 12.1
26 | CC(C)Oc1ccc(C(=O)NC2CCS(=O)(=O)C2)cc1 (stereo not drawn) | 1.4% | 0.3% | -5.7% | -10.1% | -0.8% | -13.3% | -2.0 | -0.7% | -3.0
27 | Cc1ccc(C2NC(c3ccc(C)cc3)C([N+](=O)[O-])C(C)(C)C2[N+](=O)[O-])cc1 (stereo not drawn) | -3.3% | 1.6%[57.1 µM] | -10.6% | -0.4% | 0.4% | -17.4% | -5.6 | 0.0% | 1.6
28 | Cc1ccc(NC(=O)Cc2coc3c(C)c(C)ccc23)cc1Cl | -8.7% | 9.4% | 3.3% | -1.5% | 1.7% | 11.3% | -9.2 | -5.1% | -2.6
29 | Cc1cc(C)c(S(=O)(=O)Nc2ccc(O)c(Sc3ncn[nH]3)c2)cc1C | -4.1% | -0.3%[57.1 µM] | -6.0% | -6.7% | 2.2% | -18.2% | 7.8 | 11.1% | 4.1
30 | O=C(CC1Nc2ccccc2NC1=O)NCc1cccnc1 (stereo not drawn) | -4.8% | 23.2% | 3.2% | 0.4% | 1.2% | -1.6% | 4.7 | 6.4% | 16.7
31 | Cc1[nH]c2ccccc2c1C(O)CN1CCN(c2cccc(C(F)(F)F)c2)CC1 (stereo not drawn) | -18.8% | -3.8% | 6.1% | -12.4% | 1.0% | -21.6% | -3.0 | 0.0% | -10.3
32 | COc1ccc(C(=O)O)cc1S(=O)(=O)Nc1ccc(C)cc1 | -1.6% | 1.9% | 8.8% | -3.7% | 2.1% | -20.1% | 1.5 | 1.8% | -0.3
33 | Cc1cc(C(=O)CSc2nc(N)cc(=O)[nH]2)c(C)n1Cc1ccco1 | -2.4% | -6.2% | -2.0% | -4.6% | -3.2% | -7.0% | -3.1 | -10.0% | -8.2
34 | Cc1ccc(OCc2nc(-c3ccccc3)no2)cc1 | 0.1% | -2.0% | 3.2% | -3.9% | 3.0% | ? | -2.3 | 0.0% | 0.7
35 | CCC(C)NC(=O)c1ccccc1NC(=O)COc1ccc(OC)cc1 (stereo not drawn) | -0.1% | -1.9% | -25.3% | -15.7% | 2.2% | -12.2% | -9.2 | 2.1% | 2.5
36 | CCCNC(=O)[C@@H]1CCCN1C(=O)C1CCN(S(=O)(=O)c2ccc(C)cc2)CC1 | -2.1% | 0.4% | 0.2% | -0.9% | 0.9% | -7.1% | -20.2 | -1.8% | -1.7
37 | Cc1c(C(=O)N(C)CCC#N)oc2ccc(S(=O)(=O)N3CC(C)CC(C)C3)cc12 (stereo not drawn) | -2.8% | 0.2%[57.1 µM] | -8.9% | 0.5% | 3.1% | -9.4% | -5.7 | 20.9% | 9.6
38 | Cc1ccc(CSCCNC(=O)CN(c2ccc(F)cc2)S(C)(=O)=O)cc1 | -6.6% | 12.4% | 1.7% | 4.6% | -1.6% | ? | -6.7 | 2.1% | -2.9
39 | Cc1ccsc1C(=O)OCC(=O)NCCCc1ccccc1 | 2.4% | -4.1% | 0.3% | 1.1% | 1.1% | -11.2% | -1.3 | -1.2% | -0.1
